Screening data deposited in PubChem by Broad Institute.
ARNT-TACC3 inh – ARNT/TACC3 interaction disruption; inhibition, % at 9.99 µM; Q9Y6A5; 390,000 compounds, 0.66% hits; AID 623870; AlphaScreen His-ARNT PAS-B/GST-TACC3 binding, luminescence; TACC3 fragment carries E629A point mutation;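 active means mean inhibition of replicates at least 50% and at least half of replicates each reaching 50%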;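 further: 0% = complete ARNT plus TACC3 wells and 100% = ARNT alone without TACC3; many hits fall short of the cut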
E-sel inducer – induces E-selectin expression in human endothelial cells; activation, % at 7.58 µM; AID 686992; P16581; HUVEC E-selectin immunofluorescence imaging; normalized: neutral wells 0, TNF-alpha wells 100; 260,000 compounds, 0.37% hits;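 active means mean E-selectin-positive cell signal at least 10% of the positive control, reached in at least 60% of replicates, without over 20% cell loss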;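 further: in these data hits start at about 27%; measured in HUVEC primary endothelial cells; signal is the percent of cells scored E-selectin positive by PE staining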
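Test system – human umbilical vein endothelial cells (HUVEC), E-selectin induction · Input – 3,000 HUVEC seeded per well · Buffer or medium – EGM-2, gelatin · Compound dosing – single-point compound dose · Detection – immunofluorescence imaging · Measure – percent E-selectin-positive cells · Controls – TNF-alpha high, DMSO low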
ERp5 block – blocks human ERp5 reductase activity on insulin. Q15084. ERp5 insulin aggregation, absorbance 650 nm, 90 min. inhibition, % at 9.99 µM. 350,000 compounds, 0.05% hits. AID 651711;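 active means mean replicate inhibition above about 25%, with every replicate also reaching it, limit read from the data, passing the limit was not always enough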
Target sequence (Q15084 whole entry, looked up): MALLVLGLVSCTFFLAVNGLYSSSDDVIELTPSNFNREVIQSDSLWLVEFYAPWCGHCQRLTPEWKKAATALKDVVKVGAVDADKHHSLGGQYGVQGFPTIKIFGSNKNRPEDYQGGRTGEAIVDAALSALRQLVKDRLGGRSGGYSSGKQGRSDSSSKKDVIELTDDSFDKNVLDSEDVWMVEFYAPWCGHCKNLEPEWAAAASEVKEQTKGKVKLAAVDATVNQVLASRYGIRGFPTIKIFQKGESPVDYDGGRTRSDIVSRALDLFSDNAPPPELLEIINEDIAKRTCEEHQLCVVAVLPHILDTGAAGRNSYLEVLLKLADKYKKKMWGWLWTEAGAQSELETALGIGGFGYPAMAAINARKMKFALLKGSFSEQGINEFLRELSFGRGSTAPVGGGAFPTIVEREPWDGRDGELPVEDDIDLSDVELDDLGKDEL
CASP6 VEID inh – caspase-6 (human) enzyme inhibition | P55212 | purified caspase-6, Z-VEID-R110 cleavage fluorescence | inhibition, % at 12.5 µM | 350,000 compounds, 0.53% hits;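 active means mean inhibition across replicates at least about 35%, with every replicate also reaching that limit, limit read from the data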;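 further: 0% = median of neutral control wells and 100% = no fluorescence left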
Target sequence (P55212 24-179 limits assumed): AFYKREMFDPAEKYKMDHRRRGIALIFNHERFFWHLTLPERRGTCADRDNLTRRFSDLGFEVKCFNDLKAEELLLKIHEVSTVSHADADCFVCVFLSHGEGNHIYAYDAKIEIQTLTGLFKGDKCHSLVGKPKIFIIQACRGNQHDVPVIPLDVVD
Target sequence (P55212 194-293 limits assumed): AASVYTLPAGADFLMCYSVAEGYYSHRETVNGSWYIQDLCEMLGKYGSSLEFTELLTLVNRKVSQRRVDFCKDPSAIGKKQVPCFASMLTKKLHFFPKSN
esBAF inh – inhibitors of esBAF chromatin remodeling in mouse ES cells | 350,000 compounds, 2% hits | AID 602393 | reporter increase, % at 12.5 µM | Bmi1-luciferase knock-in reporter, 24 h; 100% = twice the neutral-well signal; in the data active means activation above about 40%;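 further: 0% = median of the plate's neutral control wells and 100% = double that signal; a rise in the Bmi1 reporter signal indicates esBAF inhibition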
RAD54 inh – blocks human RAD54 Holliday junction branch migration; AID 602329; FAM/BHQ fluorescence; 360,000 compounds, 0.14% hits; inhibition, % at 10.4 µM;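 active means mean normalized replicate activity at least 40 and at least half of replicates scoring 40 or more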;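 further: 0% = median of neutral control wells and 100% = median of positive control wells; inhibitors cause a drop in the FAM fluorescence signal; in these data hits start at about 50%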
PglD inh – blocks C. jejuni PglD acetyltransferase activity. 360,000 compounds, 0.098% hits. purified PglD enzyme, DTNB colorimetric CoA detection. inhibition, % at 12.5 µM; in the data active means inhibition above about 16%, passing the limit was not always enough; further: strong numbers were not always called active
RAD52 anneal inh – RAD52 (human) annealing inhibition. inhibition, % at 18.7 µM. recombinant RAD52 DNA annealing, FRET fluorescence. AID 651710. 360,000 compounds, 0.46% hits. P43351;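 active means every replicate showing at least 50% inhibition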
Numbers without * were called inactive; / = no result given.

Fields: ARNT-TACC3 inh, E-sel inducer, ERp5 block, CASP6 VEID inh, esBAF inh, RAD54 inh, PglD inh, RAD52 anneal inh
- O=C(NCC1(O)CCCCC1)C1CCC(=O)N(Cc2cccc(C(F)(F)F)c2)C1 (centres undefined)
 : -4, -0.1, 1, -3, /, -4, 2, -7
- O=S(=O)(c1ccc(F)cc1)N1CCCN(Cc2c(F)cccc2F)CC1
 : 9, -0.4, -10, -1, -7, -3, -2, 0
- CCOC(=O)c1c(C)[nH]c(C)c1S(=O)(=O)N1c2ccccc2CC1C (centres undefined)
 : /, /, 2, -2, -1, 0, -4, -5
- Cc1ccccc1NC(=O)Cc1nc(COC(=O)c2ccc(C(F)(F)F)cc2)cs1
 : /, 0.0, 3, -1, -4, -17, 2, -16
- CC(C)c1cn(C2OC(COC(=O)c3ccccc3)C(OC(=O)c3ccccc3)C2OC(=O)c2ccccc2)c(=O)[nH]c1=O (centres undefined)
 : -3, 0.0, /, /, 13, 5, 6, /
- CCCCNc1c(-c2ccc(OC)c(SC(C)CC)c2)nc2cnccn12 (centres undefined)
 : -26, 0.2, 3, 6, -6, -34, 5, -6
- O=C(NCCN1C(=O)S/C(=C\c2cccc(Cl)c2Cl)C1=O)C1=COCCO1
 : -1, -0.2, -4, -2, /, -9, 0, -17
- COc1ccc(N2CCN(CC(O)COC(C)(C)C)CC2)cc1 (centres undefined)
 : -19, 0.0, -4, -1, /, /, /, -10
- COc1ccc(NC(=O)N(C)C[C@@H]2Oc3ncc(C#C[C@H](C)O)cc3C(=O)N([C@H](C)CO)C[C@@H]2C)cc1
 : 1, -0.1, 5, 0, 2, 3, 1, 3
- COc1cc(/C=C(\C#N)C(=O)N2CCOCC2)ccc1OCc1ccccc1
 : -8, -1.5, 13, 2, /, /, /, -2
- O=C(Nc1ccc(S(=O)(=O)N2CCCC2)cc1)C1CCN(S(=O)(=O)c2ccc(F)cc2)CC1
 : -5, 0.8, 0, -1, 4, 13, 2, -12
- O=C(C[C@@H]1C[C@H]2c3cc(NC(=O)C4CCOCC4)ccc3O[C@H]2[C@@H](CO)O1)NCc1ccc(Cl)cc1
 : -3, -0.3, 11, -3, 3, 6, -4, 5
- Cc1noc(C)c1S(=O)(=O)Nc1ccc2c(c1)C(=O)N([C@H](C)CO)C[C@H](C)[C@H](CN(C)C(=O)Nc1ccc(F)cc1)OCCCC[C@@H](C)O2
 : -16, -0.2, 4, 2, 0, 8, 4, 2
- COc1ccccc1C(=O)Nc1ccc2c(c1)OC[C@@H](C)N(C(C)=O)C[C@@H](C)[C@@H](OC)CN(C)C2=O
 : /, 0.1, 0, /, -1, -3, 2, -7
- O=C(O)c1cccc(NC(=S)NC(=O)c2cncc(Br)c2)c1
 : 3, 0.2, -11, 8, 28, 3, 3, -5

Full records, quoted from the list:
`CCCCNc1c(-c2ccc(OC)c(SC(C)CC)c2)nc2cnccn12` (centres undefined) reads ARNT-TACC3 inh: -26; E-sel inducer: 0.2; ERp5 block: 3; CASP6 VEID inh: 6; esBAF inh: -6; RAD54 inh: -34; PglD inh: 5; RAD52 anneal inh: -6
`COc1cc(/C=C(\C#N)C(=O)N2CCOCC2)ccc1OCc1ccccc1` reads ARNT-TACC3 inh: -8; E-sel inducer: -1.5; ERp5 block: 13; CASP6 VEID inh: 2; esBAF inh: /; RAD54 inh: /; PglD inh: /; RAD52 anneal inh: -2

(list continues)
Fields: ARNT-TACC3 inh, E-sel inducer, ERp5 block, CASP6 VEID inh, esBAF inh, RAD54 inh, PglD inh, RAD52 anneal inh
- CCCOc1ccc(/C=N/NC(=O)C2CCCN2S(=O)(=O)c2ccc(Cl)cc2)cc1 (centres undefined)
 : 3, /, /, /, 3, 4, 3, /
- CNC(=O)COc1coc(CN2CCN(c3ccc(OC)cc3)CC2)cc1=O
 : 0, /, 0, 11, 1, -7, 3, -13
- CCOC(=O)c1c(C)n(C)c2ccc(OC)c([N+](=O)[O-])c12
 : 11, /, -3, 0, -3, /, /, -8
- O=C(NCCN1CCOCC1)C1(C(F)(F)F)C/C(=C\Cc2ccccc2)CCCO1 (centres undefined)
 : 7, 0.2, 3, -4, -1, -6, 0, 3
- Cc1ccc(CCNC(=O)CCCn2nc(C)c3c(C)n(-c4ccc(C)cc4)nc3c2=O)cc1
 : 4, /, 7, -3, -1, -7, -4, -2
- COc1ccc(C)cc1NC(=O)Nc1ccncc1
 : /, /, 5, 0, -7, 1, 6, 7
- O=C(C1Cc2ccccc2CN1C(=O)c1ccco1)N1CCN(c2ccccc2)CC1 (centres undefined)
 : -1, /, 8, 5, 0, 0, 0, -12
- O=C(COC(=O)c1cccc([N+](=O)[O-])c1)NC1CCCC1
 : -1, 0.3, 2, 3, 0, 1, -1, -4
- CC(=O)Nc1ccc(NC(=O)CC23CC4CC(CC(C4)C2)C3)cc1
 : 2, /, 0, 4, 4, /, /, 5
- CCOC(=O)c1sc(NC(=O)CC)nc1C
 : /, 1.6, -2, 3, /, /, /, -4
- COc1ccc(NC(=S)N2CCN(Cc3ccco3)CC2)c(OC)c1
 : 10, -0.2, 0, 0, /, /, /, -14
- C[C@@H]1CN([C@H](C)CO)C(=O)c2cc(-c3ccccc3F)cnc2O[C@H]1CN(C)C(=O)NC1CCCCC1
 : -6, 0.0, -10, 1, -3, 13, -1, 8
- COc1cccc(N2CCN(c3nc(C)c(C)c(=O)[nH]3)CC2)c1
 : -6, /, 4, 1, -10, -13, 1, 3
- O=C(O)CC1S/C(=N\N=C/c2ccccc2O)N(c2ccc(O)cc2)C1=O (centres undefined)
 : -2, /, 5, 9, -7, /, /, -18
- CN1CCN(Cc2nc3c([nH]2)c(=O)[nH]c(=O)n3C)CC1
 : -9, /, /, /, 0, -10, 5, /
- COC(=O)C(C#N)c1nc2ccccc2nc1N1CCCC1 (centres undefined)
 : 25, /, /, /, -8, -22, -20, /
- CCOC(=O)C1(CC2CCCCO2)CCN(Cc2ccccc2-c2ccco2)CC1 (centres undefined)
 : 2, 0.2, -1, 2, -9, -11, 0, -18
- O=C(Nc1nnc(Cc2ccccc2)s1)C1CCN(C(=O)c2ccco2)CC1
 : 0, /, 0, 2, -3, -7, 3, -21
- CO[C@H]1CN(C)C(=O)c2ccc(NC(=O)Nc3ccccc3F)cc2OC[C@@H](C)N(C(C)=O)C[C@@H]1C
 : -8, 0.3, -3, 0, 3, 2, -2, 7
- CC(C)(C)OC(=O)N1CCCC(C(=O)Nc2ccc(C(=O)NCc3ccccc3)cc2)C1 (centres undefined)
 : 2, -0.1, 7, 0, 4, -3, 1, -8
- COc1ccc(N(CC(=O)N2CCc3ccccc3C2)S(C)(=O)=O)cc1OC
 : -1, /, /, /, -16, 5, 4, /
- Cc1ccc(S(=O)(=O)Nc2ccc3c(c2)C(=O)N([C@H](C)CO)C[C@@H](C)[C@@H](CN(C)Cc2ccc(C(F)(F)F)cc2)OCCCC[C@@H](C)O3)cc1
 : 18, /, 0, -2, -5, -1, 2, -17
- CC1(C)Cc2c(sc(NC(=O)COc3cccc4ccccc34)c2C#N)C(C)(C)N1
 : -7, /, 0, 2, 4, 1, -1, -4
- O=C(N/N=C\c1cccc(Cl)c1)c1n[nH]c2c1CCCC2
 : 2, /, 0, -2, /, /, /, 8
- COCCN(CCOC)Cc1cc(=O)oc2cc(OC)ccc12
 : /, 0.0, -5, 0, -3, 1, 2, -6
- O=C(C=Cc1cccs1)c1cccs1
 : -4, 1.1, 3, -2, 5, 2, -2, -12
- O=C(OCCCN1C(=O)c2ccccc2C1=O)c1ccco1
 : -2, /, /, /, -4, 5, 6, /
- Cn1c(=O)c2c(nc(N3CCc4ccccc4C3)n2C)n(C)c1=O
 : 44, 0.1, -4, 4, 3, -2, 5, -8
- O=c1[nH]c(C2CCN(S(=O)(=O)c3ccccc3)CC2)nc2c1nnn2Cc1cccc(Cl)c1
 : -4, -0.1, 1, 1, 0, /, /, -5
- Cc1cccc(C(C)C)c1NC(=O)C1CN(S(=O)(=O)c2ccccc2)CCN1S(=O)(=O)c1ccccc1 (centres undefined)
 : -14, -0.1, 10, 3, /, /, /, -18
- CCc1ccccc1NC(=O)CN1CCN(C(=O)c2cc(C3CC3)nn2-c2ccccc2)CC1
 : /, 0.1, 5, -3, 4, -7, 2, -13
- O=C(NCCCN1CCOCC1)c1cc(Cl)ccc1[N+](=O)[O-]
 : -2, -0.2, 9, 1, /, /, /, -6
- CCC(C)NC(=O)Nc1ccccc1C (centres undefined)
 : -8, /, /, /, -2, -6, 0, /
- O=c1cc2[nH]c3ccccc3c(=O)n2nc1-c1ccccc1
 : -3, /, /, /, 9, 0, 0, /
- Cc1ccc(C(=O)NC2CCN(S(=O)(=O)c3ccccc3F)CC2)cc1
 : 6, /, 2, 0, 0, 10, -1, -7
- CC(CNS(=O)(=O)c1ccc2c(c1)CC(=O)N2C)c1ccccc1 (centres undefined)
 : -3, /, 12, -2, -1, 5, -3, -6
- N=c1c(S(=O)(=O)c2ccc(Cl)cc2)cc2c(=O)n3ccccc3nc2n1CCN1CCOCC1
 : -1, /, /, /, 0, 4, -5, /
- COc1ccccc1OCCn1cc(/C=N/NC(N)=S)c2ccccc21
 : -18, 1.9, -1, 0, 2, 8, 6, 9
- COc1ccc(C(C)(C)C)cc1NC(=O)CCCN1C(=O)CN(C)C1=O
 : 9, 0.1, -2, 3, 4, 11, -2, 2
- CC(c1ccccc1)n1cnc2ccccc2c1=O (centres undefined)
 : 1, -0.1, 1, -2, 5, -13, -1, 1
- COc1ccc(C(=O)Nc2ccc(S(=O)(=O)Nc3cc(C)nc(C)n3)cc2)cc1
 : -13, -0.4, -6, 6, 1, /, /, -10
- CCS(=O)(=O)NCCc1csc(C)n1
 : 1, /, /, /, -3, 6, 2, /
- COC(=O)c1ccc(C(=O)OC)c(NC(=O)C2CC2)c1
 : -6, 4.5, 2, -4, /, /, /, -1
- CCCc1cc(C(=O)N/N=C/c2ccc(C)o2)c2ccccc2n1
 : 0, /, /, /, -4, -37, 3, /
- O=C(N/N=C1/CCCc2ccccc21)C(c1ccccc1)c1ccccc1
 : -1, /, /, /, -3, -3, -7, /

Overlap with the part before: two entries, then new ones.
Fields: ARNT-TACC3 inh, E-sel inducer, ERp5 block, CASP6 VEID inh, esBAF inh, RAD54 inh, PglD inh, RAD52 anneal inh
- CCCc1cc(C(=O)N/N=C/c2ccc(C)o2)c2ccccc2n1
 : 0, /, /, /, -4, -37, 3, /
- O=C(N/N=C1/CCCc2ccccc21)C(c1ccccc1)c1ccccc1
 : -1, /, /, /, -3, -3, -7, /
- CC(C)NC(=O)N[C@@H]1CC[C@@H](CCn2cc(-c3ccccc3)nn2)O[C@H]1CO
 : /, -0.2, 0, 2, 3, 4, -2, 4
- CCCN(C(=O)COC(=O)CNS(=O)(=O)c1ccc(NC(C)=O)cc1)C1CCS(=O)(=O)C1 (centres undefined)
 : -11, /, -6, 3, -5, 7, -1, 3
- CCN(CC)CCNC(=O)c1cn(-c2ccccc2)nc1-c1cccs1
 : -1, /, /, /, -5, -15, -8, /
- CCOC(=O)C1(Cc2ccc(OC)cc2)CCN(C(=O)c2cncs2)CC1
 : -8, /, 2, -4, /, /, /, 4

A few values from the entries so far:
O=C(NCCN1C(=O)S/C(=C\c2cccc(Cl)c2Cl)C1=O)C1=COCCO1 @ E-sel inducer = -0.2
Cc1ccc(S(=O)(=O)Nc2ccc3c(c2)C(=O)N([C@H](C)CO)C[C@@H](C)[C@@H](CN(C)Cc2ccc(C(F)(F)F)cc2)OCCCC[C@@H](C)O3)cc1 @ esBAF inh = -5

Compounds were not picked by outcome; overall some 3.2% were active at least once.
